Screening results from PubChem BioAssay.
ERAP1 inh = inhibitors of human ERAP1 aminopeptidase | recombinant ERAP1, Leu-AMC fluorescence, 60 min | inhibition, % at 10.7 µM | 340,000 compounds, 0.15% hits | AID 652197;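 active = mean replicate inhibition of at least 30%, or all replicates individually reaching that 30% level; inactive = mean below 30% and not every replicate reaching it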;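 note: 0% = neutral control wells and 100% = L-leucinethiol positive control wells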
Target sequence (Q9NZ08 whole entry, looked up): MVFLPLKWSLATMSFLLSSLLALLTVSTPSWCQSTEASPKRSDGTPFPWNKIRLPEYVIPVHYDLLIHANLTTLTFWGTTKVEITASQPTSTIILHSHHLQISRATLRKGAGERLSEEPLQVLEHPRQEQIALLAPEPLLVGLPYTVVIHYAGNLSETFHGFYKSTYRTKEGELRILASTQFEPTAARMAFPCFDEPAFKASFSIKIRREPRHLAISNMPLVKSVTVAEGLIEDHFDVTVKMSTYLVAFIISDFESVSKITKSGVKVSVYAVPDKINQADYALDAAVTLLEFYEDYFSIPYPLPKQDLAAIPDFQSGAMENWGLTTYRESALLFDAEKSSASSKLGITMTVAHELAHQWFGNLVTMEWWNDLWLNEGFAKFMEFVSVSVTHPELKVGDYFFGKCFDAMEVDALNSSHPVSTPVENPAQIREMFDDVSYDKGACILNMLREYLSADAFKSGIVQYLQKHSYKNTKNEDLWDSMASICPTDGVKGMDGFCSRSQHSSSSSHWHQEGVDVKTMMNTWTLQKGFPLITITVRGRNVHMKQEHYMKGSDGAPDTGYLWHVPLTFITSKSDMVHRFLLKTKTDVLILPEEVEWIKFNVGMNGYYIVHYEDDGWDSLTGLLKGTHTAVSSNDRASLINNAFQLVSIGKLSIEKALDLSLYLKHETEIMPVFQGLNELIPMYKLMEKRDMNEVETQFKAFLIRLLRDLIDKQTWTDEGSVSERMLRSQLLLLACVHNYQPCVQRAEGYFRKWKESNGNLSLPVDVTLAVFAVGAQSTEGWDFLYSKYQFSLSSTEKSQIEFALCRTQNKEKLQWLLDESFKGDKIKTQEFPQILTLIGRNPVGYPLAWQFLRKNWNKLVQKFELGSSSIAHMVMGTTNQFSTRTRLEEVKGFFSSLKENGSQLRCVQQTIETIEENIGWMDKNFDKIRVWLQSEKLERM
miR122 inh = blocks miR-122 activity in Huh7 sensor cells | AID 602342 | activation (reporter increase), % at 12.5 µM | 340,000 compounds, 0.3% hits | Huh7 miR-122 Renilla luciferase sensor, 48 h; neutral wells = 0, positive control = 100;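 active = mean replicate activation score at least 90 and every replicate individually at or above 90; inconclusive = only one of the two criteria met; inactive = neither criterion met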;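 note: higher luciferase means less miR-122 activity so hits act as miR-122 inhibitors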
DENV2 CPE rescue = protects cells from dengue virus 2 cytopathic effect; DENV2-infected cells, cytopathic effect rescue, plate reader; CPE inhibition, % at 9.99 µM; 350,000 compounds, 1.7% hits; AID 651640; in the data active = CPE inhibition above about 20%, passing the limit was not always enough; inconclusive = no clear call, values can overlap the other calls; tested in BHK-21 cells;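 note: 0% = median of neutral control wells and 100% = median of positive control wells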
CFTR F508del cor = CFTR F508del correction in bronchial cells | CFBE cells, YFP halide quenching; stimulated with forskolin plus potentiator P3; % fluorescence drop versus neutral controls | activity (quench increase), % at 7.58 µM | 350,000 compounds, 0.36% hits;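 active = mean added fluorescence quench of at least 8% versus neutral control, with both replicates also reaching 8%; inconclusive = only one of the mean or replicate conditions met; inactive = mean below 8% and not both replicates reaching 8%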;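 note: cells transiently co-express mutant CFTR-F508del with the halide-sensitive YFP; corrector assay measuring rescue of mutant channel to the surface after 24 h compound exposure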
SIRT5 block = blocks human SIRT5 desuccinylation of peptide; Q9NXA8; Purified SirT5, succinyl-peptide AMC, trypsin-coupled fluorescence; inhibition, % at 15 µM; 330,000 compounds, 1.1% hits; AID 652115; in the data active = inhibition above about 15%; inconclusive = no clear call, values can overlap the other calls
ERp5 inh = blocks human ERp5 reductase activity on insulin. ERp5 insulin aggregation, absorbance 650 nm, 90 min. inhibition, % at 9.99 µM. 350,000 compounds, 0.05% hits. AID 651711;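 active = mean replicate inhibition above about 25%, with every replicate also reaching it, limit read from the data, passing the limit was not always enough; inconclusive = only one of those two criteria met; inactive = neither criterion met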
CASP6 VEID inh = caspase-6 (human) enzyme inhibition; 350,000 compounds, 0.53% hits; purified caspase-6, Z-VEID-R110 cleavage fluorescence; inhibition, % at 12.5 µM; AID 686996;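 active = mean inhibition across replicates at least about 35%, with every replicate also reaching that limit, limit read from the data; inconclusive = only one of the two criteria met; inactive = neither criterion met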;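 note: 0% = median of neutral control wells and 100% = no fluorescence left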
Numbers without * were called inactive; ? = inconclusive; · = not tested or not shown; & = joins results of further samples; [ ] = another dose, or the depositor's remark.

Values run as follows: ERAP1 inh	miR122 inh	DENV2 CPE rescue	CFTR F508del cor	SIRT5 block	ERp5 inh	CASP6 VEID inh
- O=C(c1cc(Br)c(Br)s1)N1CCc2ccccc2C1
→ 2	8	-2	1.4	-3	-3	1
- COc1ccc(CCC(C)NCc2cccc(Br)c2)cc1 (stereo not drawn)
→ -3	-11	?	3.3	·	2	-3
- C[C@H](NC(=O)C[C@@H]1CC[C@H](NC(=O)C2CC2)[C@@H](CO)O1)c1ccccc1
→ 1	·	0	0.3	5	-2	-3
- CC1CCCN(C(=O)COC(=O)C2=COCCO2)C1 (stereo not drawn)
→ -2	5	-3	-3.1	-2	-3	0
- CC(C)NC(=O)N[C@@H]1CC[C@@H](CCNS(=O)(=O)c2ccc(F)cc2)O[C@@H]1CO
→ 0	·	-4	-3.1	1	1	-3
- CCCC(=O)N1CCC1(C)C(=O)Nc1ccc2nccnc2c1 (stereo not drawn)
→ -1	-1	11	-2.0	·	11	-1
- CCCNC(=O)Nc1ccc2c(c1)OC[C@H](C)N(C(=O)C1CCC1)C[C@@H](C)[C@H](OC)CN(C)C2=O
→ -1	4[16.7 µM]	3	-1.1	8	-1	3
- O=C(NCCCN1CCOCC1)c1cc(S(=O)(=O)N2CCN(c3ccccc3)CC2)ccc1Cl
→ 2	6	-5	3.9	-4	-5	-1
- CCC(CC)C(=O)NCCc1cc2ccc(C)cc2[nH]c1=O
→ -5	3	3	-0.8	-1	2	-4
- COc1ccc(CNC(=O)C[C@@H]2CC[C@@H](NC(=O)CN(C)C)[C@@H](CO)O2)cc1
→ 1	·	-4	2.6	-2	4	0
- COc1cc(/C=N/NC(=O)C[n+]2ccccc2)cc(OC)c1OC
→ -1	·	2	·	1	-2	-24
- O=C1c2ccccc2C(c2nnnn2Cc2ccccc2)N1Cc1ccc(F)cc1 (stereo not drawn)
→ ·	·	-6	-2.8	-2	8	2
- COC(=O)[C@@]12CCCCN1[C@H](c1ccc(-c3ccc(F)cc3)c(OC)c1)[C@H]1C(=O)N(C)C(=O)[C@H]12
→ ·	-4	-6	-0.4	·	-6	0
- O=C(O)CCC(=O)N1CCN(c2nc(-c3ccccc3)c3ccccc3n2)CC1
→ 5	0	5	1.8	-2	0	1
- O=C(Nc1nccs1)[C@H]1[C@H](CO)[C@H]2Cn3c(ccc(-c4cccnc4)c3=O)[C@H]2N1CC1CCCC1
→ 1	-3[16.7 µM]	9	3.3	-1	-8	5

(more compounds)
Values run as follows: ERAP1 inh	miR122 inh	DENV2 CPE rescue	CFTR F508del cor	SIRT5 block	ERp5 inh	CASP6 VEID inh
- CCOC(=O)N1CCN(c2cc(=O)n(-c3cccc(C)c3)c(=O)[nH]2)CC1
→ 0	·	·	-0.1	-3	2	3
- CC(C)NC(=O)C1(C)CCCN1Cc1ccccc1 (stereo not drawn)
→ 11	·	-3	-3.3	-2	1	-4
- CN(CCOc1ccc(Cl)cc1)C(=O)C1CCN(C(=O)c2ccc(F)cc2)CC1
→ -2	-5	-1	0.2	-2	7	1
- Cc1ccc(CCC(=O)NCc2ccccc2)o1
→ -1	-3	-1	1.5	1	5	1
- CCOC(=O)C1CCN(C(=O)Nc2cc(Cl)cc(Cl)c2)CC1
→ ·	-4	-2	-1.0	-2	-9	4
- CC1CC(C)CN(S(=O)(=O)CCNC(=O)c2ccccc2)C1 (stereo not drawn)
→ 0	-5	-2	-2.3	4	3	-7
- COC(=O)c1cc(C(=O)NCc2ccccc2)c(=O)[nH]c1C
→ 2	·	2	·	0	1	-1
- CC(C)n1c(SCC(=O)Nc2nncs2)nnc1C1CC1
→ 6	-4	-6	-0.5	-5	0	1
- COc1cc(C#N)ccc1OC(=O)Cc1cc(OC)c(OC)c(OC)c1
→ -4	-3	8	-1.8	0	5	0
- COc1cc(S(=O)(=O)N2CCOCC2)cc(C(=O)c2nccn2C)c1OC
→ 2	·	12	-3.4	0	-3	-3
- Cc1onc(-c2ccccc2)c1C(=O)NN1CCOCC1
→ 0	0	-1	-1.5	0	-7	-2
- COc1ccc(C(=O)C[n+]2ccc(-c3nnc4n3CCCCC4)cc2)cc1
→ ·	-5	3	1.1	-2	6	-15
- CCCC(=O)Nc1ccc2c(c1)C(=O)N(C)C[C@H](OC)[C@@H](C)CN(C(=O)c1cnccn1)[C@@H](C)CO2
→ 0	-1[16.7 µM]	0	-1.2	-5	-3	2
- CC(C)CC#Cc1ccc2c(c1)O[C@H](CN(C)CC1CCOCC1)[C@@H](C)CN([C@H](C)CO)S2(=O)=O
→ -1	71[16.7 µM]	3	2.6	15	4	4
- COc1ccccc1NC(=O)c1ccc(NC(=O)CN(C)Cc2ccccc2F)cc1
→ 9	·	0	-0.8	1	4	1

(next part)
Values run as follows: ERAP1 inh	miR122 inh	DENV2 CPE rescue	CFTR F508del cor	SIRT5 block	ERp5 inh	CASP6 VEID inh
- CN1C(c2ccccc2)CC(C)(O)CC1c1ccccc1 (stereo not drawn)
→ 1	·	?	-0.1	·	4	0
- C[C@@H]1CN([C@@H](C)CO)C(=O)c2cc(Br)cnc2O[C@@H]1CN(C)Cc1ccc(Oc2ccccc2)cc1
→ 7&3	-1	-3&9	-0.7&-1.8	0	-2&0	-2&-2
- CCCC#Cc1ccc([C@@H]2[C@@H](CO)N3CCCCN(S(C)(=O)=O)C[C@H]23)cc1
→ 0	4[16.7 µM]	-8	0.6	2	-1	-2
- CNC[C@H]1Oc2ccc(NC(=O)Nc3ccc(F)cc3)cc2CC(=O)N([C@@H](C)CO)C[C@H]1C
→ 2	-4[16.7 µM]	?	-0.7	-2	-4	-2
- C[C@@H]1CN([C@@H](C)CO)C(=O)c2cc(NC(=O)CCC(F)(F)F)ccc2O[C@@H](C)CCCCO[C@@H]1CN(C)C(=O)Nc1ccc2c(c1)OCO2
→ 3	13[16.7 µM]	2	2.3	-5	6	2
- O=S1(=O)CCN(CCCCc2ccccc2)CC1
→ -8	0	4	·	-5	3	-1
- CCC(NC(=O)/C(=C\c1ccc2c(c1)OCO2)NC(C)=O)C(=O)O (stereo not drawn)
→ -1	·	-12	0.3	2	-2	0
- C[C@@H]1CN([C@H](C)CO)S(=O)(=O)c2ccc(-c3ccncc3)cc2O[C@H]1CN(C)C(=O)c1ccc2c(c1)OCO2
→ 1	7[16.7 µM]	-10	0.8	0	-4	1
- CSc1cccc(NC(=S)NC(=O)c2cccnc2)c1
→ 3	-3	-5	-1.8	-5	1	2
- Cc1ccc(OCC(O)CN2CCC(Cc3ccccc3)CC2)c(C)c1 (stereo not drawn)
→ 3	-2	3	1.5	-3	-1	-1
- C[C@H]1CN([C@@H](C)CO)C(=O)c2cccc(NC(=O)NC3CCCCC3)c2O[C@@H]1CN(C)Cc1ccc(Cl)c(Cl)c1
→ -2	43[16.7 µM]	-6	1.9	6	6	-2
- CCCN1C[C@H](C)[C@H](OC)CN(C)C(=O)c2ccc(NS(=O)(=O)c3cn(C)cn3)cc2OC[C@H]1C
→ -3	·	-3	-2.4	-7	-2	-2
- COc1ccc(-c2ocnc2C(=O)N2CCN(C(=O)C(c3ccccc3)c3ccccc3)CC2)cc1
→ 0	·	4	0.6	7	8	2
- CCCCc1ccc(NC(=S)N2CCN(C)CC2)cc1
→ ·	-2	17	2.8	-2	-3	-2
- CCCN(C)C[C@@H]1Oc2ncc(C#Cc3ccccc3OC)cc2C(=O)N([C@H](C)CO)C[C@@H]1C
→ 0	-9[16.7 µM]	4	0.0	-3	-6	-3

Three entries from above, arranged by molar mass, rising.
Values run as follows: ERAP1 inh	miR122 inh	DENV2 CPE rescue	CFTR F508del cor	SIRT5 block	ERp5 inh	CASP6 VEID inh
- O=S1(=O)CCN(CCCCc2ccccc2)CC1
→ -8	0	4	·	-5	3	-1
- CN1C(c2ccccc2)CC(C)(O)CC1c1ccccc1 (stereo not drawn)
→ 1	·	?	-0.1	·	4	0
- C[C@@H]1CN([C@H](C)CO)S(=O)(=O)c2ccc(-c3ccncc3)cc2O[C@H]1CN(C)C(=O)c1ccc2c(c1)OCO2
→ 1	7[16.7 µM]	-10	0.8	0	-4	1

Other entries
Values run as follows: ERAP1 inh	miR122 inh	DENV2 CPE rescue	CFTR F508del cor	SIRT5 block	ERp5 inh	CASP6 VEID inh
- CCOC(=O)C1CCCN(C(=O)C2(c3ccc(Cl)cc3)CCCC2)CC1 (stereo not drawn)
→ -1	-2	4	-3.2	·	2	2
- CC(=O)N(C)C[C@@H]1Oc2cc(-c3ccncc3)ccc2S(=O)(=O)N([C@H](C)CO)C[C@H]1C
→ 4	-6[16.7 µM]	-2	0.0	3	1	0
- CN(c1ccc(C(=O)Nc2cccnc2)cc1)S(=O)(=O)c1ccc(Cl)cc1
→ 2	6	13	-1.4	2	3	-1
- O=C(NC(=S)Nc1ccccc1O)c1ccccc1Cl
→ 0	·	-4	-1.6	·	2	0
- CCc1ccc(CN(C)C(=O)CCc2nc3ccccc3n(-c3ccc(OC)cc3)c2=O)cc1
→ 5	·	-6	7.1	9	-1	-3
- CCOC(=O)C(NC(=O)C1C(C)N1S(=O)(=O)c1ccc(C)cc1)C(=O)OCC (stereo not drawn)
→ -1	0	-1	-0.2	0	9	-4
- Cc1ccc(Cl)cc1N1CCN(C(=O)Cc2csc(Nc3nc(=S)[nH]c4ccccc34)n2)CC1
→ 2	·	-11	-2.4	-4	-1	-1
- Brc1ccccc1OCCCN1CCCC1
→ -2	10	?	2.5	-2	-7	-54
- C[C@@H]1CN([C@@H](C)CO)S(=O)(=O)c2ccc(-c3ccccc3)cc2O[C@@H]1CN(C)C(=O)CN(C)C
→ 3	-7[16.7 µM]	31	1.4	-2	5	3
- O=C(C[C@H]1C=C[C@@H](NC(=O)Nc2ccc(C(F)(F)F)cc2)[C@H](CO)O1)NCc1ccccn1
→ -1	·	-3	0.4	2	0	1
- CS(=O)(=O)N(CC(=O)NC1CC2CCC1C2)c1ccc(Oc2ccccc2)cc1 (stereo not drawn)
→ 13	-2	19	2.4	-4	0	2
- Cc1cc2nc3n(c2cc1C)CC1CC(C(=O)NCCc2cccs2)N(C)C31 (stereo not drawn)
→ 1	0	18	2.7	·	0	1
- O=C(O)c1nc(Cl)c(Cl)c(N/N=C/c2ccccc2C(F)(F)F)c1Cl
→ 2	3	?	0.2	3	-1	9
- Cc1cc(C)n(CC(=O)NNC(=O)COc2ccc(Br)cc2F)n1
→ 1	·	-2	-0.2	-2	5	1
- Cc1cccc(NC(=O)c2nc[nH]c2C(=O)N(C)CCO)c1
→ 0	·	-2	-3.1	-3	-5	-4

Ordered by the number under ERAP1 inh (descending): some entries from above.
canonical_smiles	ERAP1 inh	miR122 inh	DENV2 CPE rescue	CFTR F508del cor	SIRT5 block	ERp5 inh	CASP6 VEID inh
CC(=O)N(C)C[C@@H]1Oc2cc(-c3ccncc3)ccc2S(=O)(=O)N([C@H](C)CO)C[C@H]1C	4	-6[16.7 µM]	-2	0.0	3	1	0
O=C(O)c1nc(Cl)c(Cl)c(N/N=C/c2ccccc2C(F)(F)F)c1Cl	2	3	?	0.2	3	-1	9
Cc1cccc(NC(=O)c2nc[nH]c2C(=O)N(C)CCO)c1	0	·	-2	-3.1	-3	-5	-4
Brc1ccccc1OCCCN1CCCC1	-2	10	?	2.5	-2	-7	-54

(list continues)
Values run as follows: ERAP1 inh	miR122 inh	DENV2 CPE rescue	CFTR F508del cor	SIRT5 block	ERp5 inh	CASP6 VEID inh
- CNC1(C)[C@H]2CC[C@H](C2)C1(C)C (stereo partly drawn)
→ -1	3	-8	-1.9	-2	-1	-2
- COc1ccc(S(=O)(=O)N(C)C[C@@H]2OCCCC[C@@H](C)Oc3ccc(NC(=O)Nc4ccccc4)cc3C(=O)N([C@@H](C)CO)C[C@@H]2C)cc1
→ ·	11[16.7 µM]	7	0.3	·	·	·
- CC(=O)Nc1ccc(-c2ccnc3c2CC(C(=O)Nc2cccnc2)O3)cc1 (stereo not drawn)
→ -3	4	-6	2.3	0	1	-1
- O=[N+]([O-])c1cccc(NC(=S)NCc2ccncc2)c1
→ -1	·	-11	0.9	-5	2	1
- COc1ccc(CC(NC(C)=O)C(=O)NC2CCN(c3nc(C)cc(C)c3C#N)CC2)cc1 (stereo not drawn)
→ 0	·	-9	2.7	-1	6	-1
- COc1cccc(C#Cc2ccc([C@H]3[C@@H](C#N)N(C(=O)C4CCCC4)[C@@H]3CO)cc2)c1
→ -1	·	10	-1.1	1	2	2
